MC4R ag barr = activates human MC4R beta-arrestin recruitment | U2OS MC4R beta-arrestin complementation, luminescence; percent of melanotan II response, DMSO zero | AID 540308 | P32245 | 360,000 compounds, 0.98% hits | activation, % at 8.9 µM;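 active means activation above a per-plate cutoff, the mean activation of sample wells on that plate plus 3 SD, cut at about 8% in these data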
PDI inh = PDI (human) enzyme inhibition. 350,000 compounds, 0.052% hits. P07237. AID 588391. PDI insulin aggregation turbidity, A650, 90 min. inhibition, % at 10 µM;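 active means mean inhibition across replicates of 30% or more, whatever share of single replicates reach that level; inconclusive means mean inhibition below 30% while every single replicate reaches 30%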;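 further: absorbance from insulin aggregation driven by PDI reduction with DTT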
Target sequence (P07237 whole entry, looked up): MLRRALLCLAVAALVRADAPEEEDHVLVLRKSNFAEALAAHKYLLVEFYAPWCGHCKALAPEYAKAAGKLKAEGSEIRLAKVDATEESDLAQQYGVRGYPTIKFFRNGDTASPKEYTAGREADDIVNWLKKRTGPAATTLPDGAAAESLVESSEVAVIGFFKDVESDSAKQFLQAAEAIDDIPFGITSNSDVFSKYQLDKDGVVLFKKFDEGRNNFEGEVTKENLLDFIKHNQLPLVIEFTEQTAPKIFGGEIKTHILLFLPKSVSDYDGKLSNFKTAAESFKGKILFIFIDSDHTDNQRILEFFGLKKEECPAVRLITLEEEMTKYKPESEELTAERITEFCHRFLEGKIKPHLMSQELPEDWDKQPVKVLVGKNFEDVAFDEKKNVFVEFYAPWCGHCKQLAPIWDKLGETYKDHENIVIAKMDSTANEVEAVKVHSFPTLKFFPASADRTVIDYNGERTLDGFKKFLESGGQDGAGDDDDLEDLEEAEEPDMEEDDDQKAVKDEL
MC4R antagonist = antagonists of human melanocortin 4 receptor (MC4R) | 360,000 compounds, 0.48% hits | MC4R-expressing cells, MTII-stimulated cAMP, LANCE TR-FRET | P32245 | AID 540295 | inhibition, % at 6.5 µM;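 active means inhibition above its plate's cutoff, the mean of tested wells on that plate plus 3 SD, cut at about 29% in these data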;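 further: 0% = Melanotan II alone and 100% = Melanotan II plus saturating MCL0020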
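System: U2OS cells stably expressing human melanocortin 4 receptor (MC4R). Reagent: Melanotan II challenge after compound preincubation. Doses: 6.5 µM. Times: 30-min compound, 1-h challenge, 1-h detection, room temperature. Measured by: TR-FRET with Eu-cAMP and labeled anti-cAMP, 671 nm. Replicates: singlicate.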
aDG glyco act = alpha-DG glycosylation activation; Pro5-aDG cells, alpha-DG glycosylation AlphaScreen (IIH6); 0% Pro5, 100% B10-LARGE cell signal; activation, % at 10 µM; 360,000 compounds, 0.22% hits; AID 624168;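 active means activation of at least 8% versus controls, or a plate z-score of at least 8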;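 further: Pro5 are CHO cells carrying HIG-tagged alpha-DG that lacks glycosylation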
H9c2 protect = modulators protecting cardiomyocytes from myocardial damage; H9c2 cardiomyocytes, H2O2 injury protection, ATPLite, 2 h; protection from H2O2 cell death, % at 20 µM; 360,000 compounds, 0.63% hits; AID 588492;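 active means compounds giving at least 50% protection of heart cells from peroxide-induced death in the single-dose screen, raw or plate-pattern-corrected value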;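 further: 0% = DMSO wells with peroxide and 100% = DMSO wells without peroxide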
ABCB6 inh MLPCN = inhibitors of human ABC transporter ABCB6; Q9NP58; K562-ABCB6 porphyrin accumulation, flow cytometry, 1 h; hits give low values; fluorescence ratio to DMSO, % at 10 µM; 360,000 compounds, 0.19% hits; AID 602162;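 active means fluorescence ratio to DMSO below 75%, the collection mean minus 3 SD; inconclusive means too few cells collected in the well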;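 further: signal is porphyrin accumulated inside mitochondria; 100% equals median channel fluorescence of DMSO control wells; lower ratio means ABCB6 inhibition with less porphyrin fluorescence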
m5-HT2A agonist = mouse HTR2A agonism via beta-arrestin recruitment; P35363; CHO-K1 mHTR2A beta-arrestin complementation, luminescence; percent of 30 µM serotonin response; activation, % at 7.6 µM; 360,000 compounds, 0.66% hits; AID 624169;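 active means activation above a run cutoff, the mean activation of all tested compounds plus 3 SD, cut at about 14% in these data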;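 further: 0% = plate median of compound wells and 100% = 30 µM serotonin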
Target sequence (P35363 whole entry, looked up): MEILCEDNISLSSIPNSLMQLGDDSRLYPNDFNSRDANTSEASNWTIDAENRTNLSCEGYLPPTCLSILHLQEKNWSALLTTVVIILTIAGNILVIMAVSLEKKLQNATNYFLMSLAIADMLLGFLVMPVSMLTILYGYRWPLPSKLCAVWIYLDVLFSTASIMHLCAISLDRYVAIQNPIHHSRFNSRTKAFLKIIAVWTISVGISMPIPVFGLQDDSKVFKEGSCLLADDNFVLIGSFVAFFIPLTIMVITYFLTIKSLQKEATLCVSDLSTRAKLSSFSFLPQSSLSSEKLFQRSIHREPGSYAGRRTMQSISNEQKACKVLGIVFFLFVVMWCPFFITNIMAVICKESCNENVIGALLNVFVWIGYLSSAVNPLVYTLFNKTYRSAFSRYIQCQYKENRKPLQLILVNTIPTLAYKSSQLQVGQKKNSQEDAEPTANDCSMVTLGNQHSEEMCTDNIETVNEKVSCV
N-glyco inh = N-linked glycosylation inhibition | D54 ERlucT glycosylation luciferase reporter, 24 h; percent of 100 nM tunicamycin response | 360,000 compounds, 0.23% hits | AID 588692 | reporter increase, % at 12.5 µM;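 active means mean luciferase reporter signal, scaled so untreated is 0 and the glycosylation-blocking control 100, at or above a set limit in every replicate; inconclusive means mean reaches the limit but not every replicate does; inactive means mean below the limit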;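 further: luciferase carries N-glycosylation sites so blocking glycosylation raises the light; 0% = median of neutral control wells and 100% = median of 100 nM tunicamycin wells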
CaV13 FRET inh = Disruptors of the CACNA1D IQ motif to Ca2+-dependent inactivation inhibitor domain association, primary screening, Förster resonance energy transfer in intact living …. HEK cells, CFP/YFP FRET ICDI-IQ, plate reader, 10 min; percent FRET-ratio fall versus neutral wells. inhibition, % at 12.3 µM. 340,000 compounds, 0.098% hits. AID 743397;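 active means mean replicate inhibition of at least 30% and at least 1% of replicates passing that level; inconclusive means only one of the two criteria is met; inactive means neither criterion is met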;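 further: 0% = median of the neutral control wells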
Vif inh = HIV Vif inhibition; inhibition, % at 7.49 µM; HEK293T cells, Vif self-association by quenched fluorescence, imaging, 24 h; 340,000 compounds, 0.35% hits; AID 602346; in the data active means inhibition above about 50%, passing the limit was not always enough; inconclusive means no clear call, values can overlap the other calls; inactive means below about 31%; further: some results filed as inactive read as strong as hits
* hit, by the source's call; ? = inconclusive; / = no result given.

Values in the order – MC4R ag barr	PDI inh	MC4R antagonist	aDG glyco act	H9c2 protect	ABCB6 inh MLPCN	m5-HT2A agonist	N-glyco inh	CaV13 FRET inh	Vif inh
Cc1ccc(NC(=S)NNC(=O)c2ccc(N3CCOCC3)c([N+](=O)[O-])c2)cc1C
 : 0.5	0	1	-0.3	5	101	-2	1	-3	-1
Nc1c(C(=O)O)cnn1-c1ccc([N+](=O)[O-])cc1
 : 1.7	-5	2	0.5	-3	95	3	1	-4	-2
CSc1ccccc1C(=O)NC1CC2CCC1C2 (stereo not drawn)
 : 0.1	-11	18	-0.1	1	99	0	1	-5	5
CCOc1ccc2nc(N3CCC(C(=O)N4CCN(C(=O)c5ccco5)CC4)CC3)sc2c1
 : 0.9	/	0	0.1	-27	99	6	-2	/	-5
CC(=O)NC1=CC(=C[N+](=O)[O-])C=C1O
 : 0.2	-1	-5	-0.1	3	92	-1	-1	-6	-5
Cc1ccc(NC(=O)Cn2cccc2C2=NC(c3ccccc3)CO2)c(C)c1 (stereo not drawn)
 : 4.3	-5	15	-0.1	-7	98	-2	-2	-6	-8
CCOC(=O)c1c(C)c(C(=O)N2CCN(C(=O)c3ccco3)CC2)c(C)n1C
 : -1.7	0	-10	-0.2	1	97	0	0	-6	0
COc1ccc(C2=NS(=O)(=O)N(C)C(C(=O)N3CCCCC3C)=C2)cc1 (stereo not drawn)
 : -0.9	/	-5	0.2	-8	97	11	0	8	?
O=C(c1cc(N2C(=O)C3C4CCC(C4)C3C2=O)ccc1Cl)N1CCN(c2ccccc2F)CC1 (stereo not drawn)
 : -1.3	2	5	0.5	-5	103	-1	-3	-2	-11
CN(C)c1cccc(O)c1
 : -0.8	/	21	0.0	3	156	-2	1	/	-2
CCOC(=O)CCCCCC(=O)Nc1ccc2c(c1)CC(=O)N([C@@H](C)CO)C[C@@H](C)[C@@H](CN(C)C(=O)Nc1ccc(C(F)(F)F)cc1)O2
 : -0.2	2	10	-0.3	7	96	2	2	-6	6
CCCC1=[N+](CC(=O)c2ccc(C)cc2)CCn2cccc21
 : 0.5	5	9	-0.5	-12	100	-1	-3	-17	0
C=CCN1CCc2cc(O)c(O)cc2C(c2ccccc2)C1 (stereo not drawn)
 : -1.3	-2	4	-0.1	38	103	29*	1	-5	-2
COc1cc(/C=C2\SC(=S)N(NC(=O)c3cccnc3)C2=O)ccc1O
 : -1.8	15	-16	-0.1	-4	213	-5	1	-23	1
CCCCCCCCNS(=O)(=O)CCNCCc1ccccc1
 : 10.0*	-7	4	0.0	-9	99	0	-1	-5	-2
Cc1[nH]c(=O)[nH]c(=O)c1S(=O)(=O)N1CCC(C(=O)N2CCN(c3cccc(C(F)(F)F)c3)CC2)CC1
 : 4.3	0	27	0.2	-6	100	3	1	-3	-1
COc1ccccc1C(=O)Nn1cnnc1
 : -2.0	1	7	-0.1	-1	100	4	4	-1	2
COc1ccc(N2CCN(S(=O)(=O)c3ccc4c(c3)NC(=O)C(C)S4)CC2)cc1 (stereo not drawn)
 : 2.1	1	2	0.2	-8	100	-1	-1	-2	-17
Cc1ccc(S(=O)(=O)NCc2c(-c3ccccc3)noc2C)cc1
 : 3.5	-15	6	0.0	-3	95	1	-1	-4	18
COc1ccccc1NS(=O)(=O)c1cc(NC(=O)CC(C)(C)C)ccc1N1CCOCC1
 : 4.0	-1	9	0.1	0	95	-4	-2	-5	-2
CNC(=O)CN(c1cccc(Br)c1)S(C)(=O)=O
 : -1.0	-7	4	-0.2	2	90	0	2	-4	24
COc1cc(C(=O)Nc2nc3ccccc3s2)ccc1OCc1c(C)noc1C
 : 2.1	-10	10	-0.4	13	92	5	6	-9	/
CC(C)C[C@H](NC(=O)N1CCn2c1nc1ccccc12)C(=O)N[C@H](Cc1ccccc1)C(=O)O
 : -1.0	/	14	-0.1	1	100	2	-1	/	6
CCOC(=O)C1CCN(C(=O)c2cc3c(=O)n4ccccc4nc3s2)CC1
 : -1.5	-11	3	0.0	4	97	0	0	/	-9
COCCn1c(=NC(=O)CCS(=O)(=O)c2ccccc2)sc2cc(F)ccc21
 : -0.7	6	-7	-0.1	-2	98	3	-3	-6	-6
CC(C)OCCCNc1ncc2c(n1)CC(c1ccc(N(C)C)cc1)CC2=O (stereo not drawn)
 : 2.2	0	-1	-0.2	-8	104	6	-2	-6	3
O=C(NCCN1CCc2ccccc2C1)Nc1ccc(F)cc1
 : -0.7	/	14	0.0	5	106	-1	2	-4	-1
CCSc1ccccc1C(=O)Nc1cccc(OC)c1
 : -1.7	5	0	0.4	-4	101	-5	3	-4	-14
COc1ccc(N2CCN(CC(=O)NC(=O)NC(C)(C)C)CC2)cc1
 : -3.6	-2	5	0.0	-1	97	-5	3	-5	-4
COc1ccc(NS(=O)(=O)c2cccc(NC(=O)COc3ccc(OC)cc3)c2)cc1
 : 0.9	-4	2	0.3	-16	94	2	-1	-8	-7
CCn1c(O)c(N=NC(=O)CNc2ccc(C)cc2)c2ccccc21
 : -0.2	-2	6	0.2	-1	90	-4	4	-3	0
COc1ccc(S(=O)(=O)Nc2ccc(F)cc2F)cc1C(=O)N1CCOCC1
 : 0.7	-2	16	0.3	6	98	-16	1	-5	2
COCC(C)n1c(=O)sc2ccccc2c1=O (stereo not drawn)
 : 1.4	4	-2	-0.2	8	87	-2	0	-2	10
COC(CN(C(=O)CCl)C(C(=O)NC1CCCCC1)c1ccc(Cl)cc1)OC (stereo not drawn)
 : -1.9	-3	7	-0.2	-5	98	6	3	-4	0
N#Cc1c(N)nc(SCc2ccccn2)c(C#N)c1-c1cccs1
 : 4.0	2	-43	1.7	-7	91	4	-7	-4	7
CSCCCNC(=S)Nc1cccc(S(=O)(=O)NC2=NCCC2)c1
 : -3.5	-1	9	-0.2	0	97	-5	2	-5	/
COc1ccc2c(C(=O)NCCCCO)c(-c3ccc(S(C)(=O)=O)cc3)sc2c1
 : -1.1	17	4	-0.4	7	91	4	-1	-5	-6
COCCNC(=O)C1CCC(CNS(=O)(=O)c2c(C)cc(C)cc2C)CC1 (stereo not drawn)
 : 0.5	-2	-2	0.1	7	93	0	0	-13	8
C[C@H](CO)N1C[C@H](C)[C@@H](CN(C)Cc2ccc(-c3ccccc3)cc2)Oc2c(NS(=O)(=O)c3cccs3)cccc2C1=O
 : -0.4	10	16	-0.2	-4	97	-4	0	-8	-5
Cc1nn(-c2ccccc2)c(C)c1/C=N/n1c(-c2ccc(C(C)(C)C)cc2)n[nH]c1=S
 : -2.2	5	6	0.1	-16	92	-2	3	0	-2
O=C(COC(=O)CNS(=O)(=O)c1cc(C(F)(F)F)ccc1Cl)NC1CC1
 : -0.6	5	16	-0.1	17	96	2	1	-2	0
COc1ccccc1NC(=O)Cn1c(C)nc2c(sc(=S)n2Cc2ccco2)c1=O
 : -0.2	3	5	0.2	-1	102	6	-2	-7	8
O=C(Nc1ccc2c(c1)Cc1cc([N+](=O)[O-])ccc1-2)C(F)(F)F
 : 0.8	-2	0	0.0	-11	102	3	0	-10	24
O=C(NCc1ccccc1)c1ccc(Cl)nc1
 : 0.7	-15	2	0.8	-1	100	-1	1	0	17
CCN1C(=O)/C(=C/C=C2\C=CN(CC)c3ccccc32)SC1=S
 : -0.7	-3	-5	-1.1	-13	89	1	-1	-4	-5
O=C(NC1CCCCCCC1)C1CCCN(S(=O)(=O)c2cnc[nH]2)C1 (stereo not drawn)
 : -0.5	9	5	0.0	-1	94	4	-2	-2	2
Cc1ccc(NC(=O)C2C3CCC(O3)C2C(=O)O)cc1C (stereo not drawn)
 : -1.8	11	-4	-0.1	5	99	4	1	-6	8
CC1(C)NC(=S)NC1=S
 : -1.5	-8	0	-0.1	2	103	17*	0	-6	6
O/N=C\c1ccccc1Oc1ccc(F)cc1
 : -2.0	-4	10	-0.1	-2	102	0	1	-4	2
Cc1cc(-c2ccccc2)nc(N/N=C/c2ccccc2)n1
 : 0.5	-12	11	0.3	-11	99	-3	1	-4	0
CCN(CC)C(=O)CSc1nnc(-c2ccc(S(=O)(=O)N3CCOCC3)cc2)n1C
 : -1.3	1	-4	-0.1	0	98	0	1	-3	-9
Nc1nc(-c2cccnc2)nn1C(=O)COc1ccccc1
 : 0.5	20	-1	-0.2	1	97	2	5	-6	16
CCN(C(=O)CSc1nnnn1C)C1CCCCC1
 : -1.1	0	1	0.1	-1	102	-1	1	-5	10
CCCCCn1c(=O)[nH]c2cc(C(=O)Nc3ccc(OC)cc3)ccc2c1=O
 : 2.2	-8	18	-0.2	2	102	-2	1	/	14
Cc1ccccc1Cn1c(O)c(N=NC(=S)Nc2ccccc2F)c2ccccc21
 : -4.4	-3	17	0.0	7	96	-1	2	4	6
CC(C)(C)NC(=O)C(c1ccco1)N(Cc1ccc(F)cc1)C(=O)c1snc(C(N)=O)c1N (stereo not drawn)
 : -0.5	-4	0	-0.1	3	95	4	-1	-9	4
c1ccc(/N=C2\N=C(Nc3ccccn3)c3ccccc32)nc1
 : 0.3	10	-5	-0.3	11	98	5	2	-3	-4
Cc1ccc(NC(=O)C2CCN(C(=O)[C@@H]3Cc4ccccc4CN3)CC2)c(C)c1
 : 0.7	18	9	0.1	6	101	4	2	-5	-2
COc1ccc(CNC(=O)C2CCC(=O)N(CCCN3CCCC3=O)C2)cc1 (stereo not drawn)
 : -1.2	7	14	0.1	0	97	-4	1	-6	/
Cc1ccc(NC(=O)c2ccc3nsnc3c2)c(Cl)c1
 : 0.5	6	6	0.0	-14	103	5	-18	-3	-24

The list goes on.
Values in the order – MC4R ag barr	PDI inh	MC4R antagonist	aDG glyco act	H9c2 protect	ABCB6 inh MLPCN	m5-HT2A agonist	N-glyco inh	CaV13 FRET inh	Vif inh
N#Cc1c(Cn2cncn2)nc(=O)n(-c2ccc(Cl)cc2)c1N
 : -0.5	3	5	-0.3	-10	93	-3	0	-3	0
CC(=O)N1c2ccccc2-c2nc3ccccc3n2C1C (stereo not drawn)
 : -2.7	-1	11	0.0	0	94	1	-1	-19	-6
O=C(c1ccc(-c2ccccc2Cl)o1)N1CCN(S(=O)(=O)c2cccs2)CC1
 : -1.0	9	9	-0.1	-15	95	-7	-5	/	-12
CCCCNc1nc2ccccc2nc1NS(=O)(=O)c1ccc(F)cc1
 : 0.3	0	5	0.0	-5	97	10	-1	-5	-12
Nc1nc(SCC(=O)NCc2ccccc2)[nH]c(=O)c1NC(=O)c1ccccc1F
 : -0.1	3	-2	-0.2	0	98	4	1	-4	11
COc1ccc(CC(=O)OCC(=O)c2ccc(OC)c(OC)c2)cc1
 : -2.2	-4	2	-0.1	-4	103	2	0	-7	0
CN(C)c1nc(C(=O)Nc2ccccc2)nc(N(C)C)n1
 : -1.1	-3	6	-0.1	-3	100	10	-1	/	-8
CCn1cc(C(=O)N2CCN(c3ccccc3OC)CC2)c2cc(OC)c(OC)cc2c1=O
 : 1.9	-7	10	-0.1	7	101	1	2	-7	3
